FBW7 activator: human FBW7 E3 ligase activation, primary screen. Q969H0. AlphaScreen FBW7–phospho-cyclin E peptide binding, activator screen. normalized activity (activation), % at 26.1 µM. actives 0.13% (n = 650,000). AID 1259310; in the data active means normalized activity above about 1.9%;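 further: purified mutant Fbw7 with reduced substrate affinity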
Target sequence (Q969H0 whole entry, looked up): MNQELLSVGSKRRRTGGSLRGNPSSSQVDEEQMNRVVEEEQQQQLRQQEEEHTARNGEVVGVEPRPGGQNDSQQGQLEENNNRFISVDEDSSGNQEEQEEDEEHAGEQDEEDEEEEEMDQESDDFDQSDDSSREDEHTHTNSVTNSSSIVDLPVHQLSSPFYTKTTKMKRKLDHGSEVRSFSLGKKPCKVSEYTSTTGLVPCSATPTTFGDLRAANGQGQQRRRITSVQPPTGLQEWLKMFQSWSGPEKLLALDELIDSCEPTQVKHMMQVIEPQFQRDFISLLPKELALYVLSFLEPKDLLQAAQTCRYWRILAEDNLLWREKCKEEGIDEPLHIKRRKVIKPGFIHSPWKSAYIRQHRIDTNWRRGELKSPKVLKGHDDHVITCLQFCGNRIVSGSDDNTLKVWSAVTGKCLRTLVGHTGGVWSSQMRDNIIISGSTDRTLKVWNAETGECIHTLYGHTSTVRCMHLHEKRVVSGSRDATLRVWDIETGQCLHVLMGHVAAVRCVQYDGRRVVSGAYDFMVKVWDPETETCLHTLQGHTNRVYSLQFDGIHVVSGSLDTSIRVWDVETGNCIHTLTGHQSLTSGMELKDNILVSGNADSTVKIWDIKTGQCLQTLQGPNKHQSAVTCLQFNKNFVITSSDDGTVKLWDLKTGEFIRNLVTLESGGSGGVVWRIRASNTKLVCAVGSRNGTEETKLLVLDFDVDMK
GPR151 activ: activators of human GPR151. actives 1% (n = 650,000). activation, % at 11.2 µM. Q8TDV0. PathHunter beta-arrestin GPR151 cells, luminescence; in the data active means activation above about 4.9%;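 further: 0% = median of compound wells and 100% = cells with positive control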
Target sequence (Q8TDV0 whole entry, looked up): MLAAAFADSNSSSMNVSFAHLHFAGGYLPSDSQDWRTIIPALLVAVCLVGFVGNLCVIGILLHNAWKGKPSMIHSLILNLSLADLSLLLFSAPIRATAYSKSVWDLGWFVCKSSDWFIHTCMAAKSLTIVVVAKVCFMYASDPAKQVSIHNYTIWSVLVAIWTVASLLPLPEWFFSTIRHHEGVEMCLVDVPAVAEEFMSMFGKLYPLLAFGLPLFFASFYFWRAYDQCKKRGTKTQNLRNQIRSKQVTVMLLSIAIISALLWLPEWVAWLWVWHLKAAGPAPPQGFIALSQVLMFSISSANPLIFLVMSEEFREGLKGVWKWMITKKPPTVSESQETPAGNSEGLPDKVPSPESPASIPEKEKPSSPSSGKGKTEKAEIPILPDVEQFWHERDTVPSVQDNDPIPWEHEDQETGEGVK
TEAD-YAP block: TEAD-YAP interaction inhibition. actives 1.4% (n = 640,000). AID 1259422. inhibition, % at 9.12 µM. HEK-TIYL cells, TEAD-Gal4/YAP UAS-luciferase luminescence; in the data active means inhibition above about 32%;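 further: 0% = median of test compound wells and 100% = reference inhibitor wells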
MITF primary: human MITF inhibition, primary screen. O75030. AlphaScreen MITF homodimerization, bead proximity signal. inhibition, % at 2.6 µM. actives 0.91% (n = 650,000); in the data active means inhibition above about 50%;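 further: 0% = vehicle wells with protein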
Active calls of the source: *.

Each structure is followed by: FBW7 activator	GPR151 activ	TEAD-YAP block	MITF primary
CC1CCCCC1NC(=O)CN(C)S(=O)(=O)c1ccc2c(c1)CC(C)N2C(=O)C1CC1 (stereo unspecified)
→ -0.1	2.2	-7.0	7.3
CCOc1ccccc1N1CCN(C(=O)c2cccnc2)CC1
→ 0.3	0.4	-0.1	10.8
O=C1CCCN1CCCNc1nc(NCCN2CCOCC2)c2ncn(CCN3CCCC3=O)c2n1
→ 0.1	6.4*	-9.0	1.7
C=CCOC(=O)/C(=C\c1ccc([N+](=O)[O-])cc1)NC(=O)c1ccccc1Br
→ 0.5	-1.0	1.2	25.9
CCOC(=O)C1CCN(C(=O)c2ccc(Br)o2)CC1
→ -0.1	-1.9	2.5	-6.5
O=C(Cc1ccc(Cl)cc1)N1CCC(O)(c2cccnc2)CC1
→ 0.2	0.9	9.2	18.5
CCCCc1c(O)nc(SCCN(CC)CC)n(-c2ccccc2)c1=O
→ -0.3	0.5	-5.9	-6.0
O=C(CSCCO)Nc1nc2ccc([N+](=O)[O-])cc2s1
→ -0.2	-0.2	10.0	14.0
CCN1C(=O)N/C(=C/c2ccccc2OCc2ccc(C(=O)O)cc2)C1=O
→ 0.0	0.6	-1.3	6.2
CCOC(=O)c1c(NC(=O)c2cccc(OC)c2)sc(C(C)=O)c1C
→ 0.0	0.5	-0.3	0.9

Carrying on.
Each structure is followed by: FBW7 activator	GPR151 activ	TEAD-YAP block	MITF primary
COc1cc(NC(=O)C2Cc3ccccc3O2)ccc1-c1cn[nH]c1 (stereo unspecified)
→ 0.0	-1.0	-35.5	14.2
CCOC(=O)c1c(C)n(C)c2cc(C)c(O)cc12
→ -0.1	0.6	0.8	9.1
O=C(CC1C(=O)NCCN1Cc1ccoc1)NCCc1ccco1 (stereo unspecified)
→ 0.0	-0.9	10.3	-0.3
O=C(COc1ccc2c(c1)oc(=O)c1ccccc12)c1ccc2c(c1)OCO2
→ -0.2	2.6	5.4	3.8
CCc1ccc(CC)c(S(=O)(=O)Nc2ccc(C(=O)O)c(O)c2)c1
→ 0.1	0.8	-2.8	3.1
COc1cc(Nc2nccc(Nc3ccc(N4CCOCC4)cc3)n2)cc(OC)c1OC
→ 0.2	0.0	43.7*	18.0
COc1ccc(Cc2nc(S(=O)(=O)c3ccc(C)cc3)c(N3CCOCC3)o2)cc1
→ -0.1	0.1	3.0	21.3
CCn1nc(C)c([C@@H]2C[C@H]3CN(Cc4cccc(OC)c4)C(=O)[C@]34CCCN24)c1C
→ 0.0	0.2	-0.8	-0.2
CCOC(=O)c1c(Cl)nc(Cl)c(N)c1C
→ 0.1	-0.6	-3.3	11.9
COc1cc(Nc2nc(NC3CC3)c3ncn(C(C)C)c3n2)cc(OC)c1OC
→ 0.1	-1.3	-44.5	-9.2

Remaining list, next part
Each structure is followed by: FBW7 activator	GPR151 activ	TEAD-YAP block	MITF primary
CCn1c(SCC(=O)Nc2ccc3c(c2)OCO3)nnc1C1CC1
→ -0.1	0.0	-2.0	-0.8
COc1ccccc1CNC(=O)COc1cccc(C)c1
→ 0.1	-0.7	2.5	13.6
CC1CC(C)CN(S(=O)(=O)c2ccc3c(c2)oc(=O)n3CC(=O)NCc2ccco2)C1 (stereo unspecified)
→ -0.2	-0.2	8.5	5.3
O=C(NCCc1ccccc1Cl)c1ccc(Sc2ccccc2Cl)c([N+](=O)[O-])c1
→ -0.2	0.0	-1.5	1.6
CCn1c(=O)cc(OCC(=O)N(C)c2cccc(C(F)(F)F)c2)c2ccccc21
→ 0.1	0.7	3.7	8.2
Cc1c(N(C)C(=O)c2ccccc2Cl)c(=O)n(-c2ccccc2)n1C
→ -0.1	-1.0	6.7	-10.6
COc1ccc(NC(=O)CSc2nc3ccccc3nc2Cc2ccc(F)cc2)cc1Cl
→ -0.1	-1.6	1.5	-4.2
COc1ccccc1Cn1c(=S)[nH]c2ccc(F)cc2c1=O
→ -0.1	-0.2	-7.1	-9.4
O=C(NCCN1CCOCC1)c1ccn(-c2ccnc(Nc3ccc(N4CCOCC4)cc3)c2)n1
→ 0.1	-0.1	-4.0	-4.8
COc1cc(/C=C2/C(=O)Nc3cc(Cl)ccc32)cc(OC)c1O
→ -0.3	-0.1	-15.7	7.5

Further entries
Each structure is followed by: FBW7 activator	GPR151 activ	TEAD-YAP block	MITF primary
COc1ccc(CSc2nnc(-c3ccccn3)n2N)cc1
→ -0.5	-1.6	-8.6	8.1
Cc1cc(C(F)(F)F)n2nc(-c3ccc(Br)cc3)cc2n1
→ 0.8	0.6	6.3	8.2
CCN(CC)Cc1cccc(C(=O)N(CC)CC)c1
→ -0.1	-0.4	-5.3	-4.1
COc1ccc(S(=O)(=O)NCCC(C)C)c2cccnc12
→ -0.1	0.6	-6.2	-6.0
O=C(COc1ccc([N+](=O)[O-])cc1)Nc1cc(C(F)(F)F)ccc1N1CCOCC1
→ -0.1	1.2	-12.4	-14.5
CCN(CC)S(=O)(=O)c1cccc(C(=O)N2CCN(C(=O)c3cccc(S(=O)(=O)N(CC)CC)c3)CC2)c1
→ 0.0	1.3	4.8	-0.7
Cn1c(Nc2cc(NCCOc3ccccc3)nc(N)n2)nc2ccccc21
→ 0.1	0.1	15.5	22.2
O=C(Cc1nc2ccccc2[nH]1)N1CCCCC1c1nc2ccccc2[nH]1 (stereo unspecified)
→ 0.3	1.2	2.3	1.0
CC[n+]1ccc(-c2ncc(-c3ccccc3)o2)cc1
→ -0.1	1.0	1.2	-2.6
COC(=O)c1ccc(C(=O)OC)c(NC(=O)c2ccc(OC)c([N+](=O)[O-])c2)c1
→ 0.6	0.8	-1.4	24.5

Going on with the list.
Each structure is followed by: FBW7 activator	GPR151 activ	TEAD-YAP block	MITF primary
COC(=O)C1=C(C(C)=O)C(c2ccccc2Cl)n2nnnc2N1 (stereo unspecified)
→ 0.7	1.3	7.7	14.3
O=C(CSc1nnc(-c2ccc3c(c2)OCO3)o1)c1ccccc1F
→ 0.0	-0.6	-7.6	16.1
Cn1c(=O)[nH]c(=O)c2c1nc(NCc1cccnc1)n2CC(=O)c1ccccc1
→ -0.3	2.0	-7.6	-2.7
O=C(Cc1ccccc1)c1c(O)cc(O)cc1O
→ 0.1	1.2	-3.8	20.4
COc1ccc(C2Nc3ccccc3C(=O)N2c2ccc(Cl)cc2)c(OC)c1 (stereo unspecified)
→ 0.3	-2.9	-33.1	2.5
Cc1cc(C)cc(NC(=O)c2ccc3c(=O)n(C4CCCCC4)c(SCc4nc5ccccc5[nH]4)nc3c2)c1
→ 0.0	0.6	9.5	14.2
CC(=O)N[C@@H]1c2ccccc2C2(CCN(C(=O)c3ccoc3)CC2)[C@H]1OCc1ccccc1
→ -0.2	0.4	12.9	5.3
O=C(CCOc1ccccc1)Nc1cccc2c1C(=O)c1ccccc1C2=O
→ 0.8	-0.2	10.6	3.3
O=C(CCC(=O)Nc1cccc(Cl)c1)N/N=C/c1ccccc1O
→ 0.5	-0.1	6.7	56.3*
O=C(NCCC1CCCCN1S(=O)(=O)c1cccs1)NC1CCCCC1 (stereo unspecified)
→ -0.4	2.2	-15.5	3.0

The last five compounds of the part above open the next one:
Each structure is followed by: FBW7 activator	GPR151 activ	TEAD-YAP block	MITF primary
Cc1cc(C)cc(NC(=O)c2ccc3c(=O)n(C4CCCCC4)c(SCc4nc5ccccc5[nH]4)nc3c2)c1
→ 0.0	0.6	9.5	14.2
CC(=O)N[C@@H]1c2ccccc2C2(CCN(C(=O)c3ccoc3)CC2)[C@H]1OCc1ccccc1
→ -0.2	0.4	12.9	5.3
O=C(CCOc1ccccc1)Nc1cccc2c1C(=O)c1ccccc1C2=O
→ 0.8	-0.2	10.6	3.3
O=C(CCC(=O)Nc1cccc(Cl)c1)N/N=C/c1ccccc1O
→ 0.5	-0.1	6.7	56.3*
O=C(NCCC1CCCCN1S(=O)(=O)c1cccs1)NC1CCCCC1 (stereo unspecified)
→ -0.4	2.2	-15.5	3.0
CC(C)n1nnnc1SCC(=O)NC1CCCCC1
→ 0.0	-0.3	-16.5	8.6
COc1ccc([N+](=O)[O-])cc1-c1ccc(/C=C2/NC(=O)N(c3ccccc3)C2=O)o1
→ 0.5	-1.6	6.8	11.0
O=C(c1ccc(F)cc1)N1CC[C@H]2[C@H](CCCN2C(=O)c2cc(C3CC3)[nH]n2)C1
→ 0.2	1.4	9.5	-3.5
Cc1cc(C)c(C(=O)Nc2c(C)n(C)n(-c3ccccc3)c2=O)c(C)c1
→ 0.8	-0.7	6.2	-5.8
O=C1CCCN1CCn1cnc2c(NC3CC3)nc(Nc3ccncn3)nc21
→ 0.0	-0.8	-2.0	14.1
CC(C#N)Sc1nnnn1-c1ccccc1 (stereo unspecified)
→ 0.0	2.5	15.9	-5.6
Cc1ccc(S(=O)(=O)Cn2nnnc2CN2CCN(c3ccc(F)cc3)CC2)cc1
→ 0.4	0.1	7.2	11.7
CC(C)c1ccc2oc(-c3cc(N)ccc3O)nc2c1
→ -0.2	-3.6	63.9*	11.0
COc1ccc(C(=O)N[C@H](C(=O)N2CCN(c3ccccc3F)CC2)C(C)C)cc1
→ 0.4	-1.4	-0.6	16.7
CCOc1ccc(N2C(=O)/C(=C\C=C\c3ccccc3OC)S(=O)(=O)C2c2cccc([N+](=O)[O-])c2)cc1 (stereo unspecified)
→ -0.1	0.9	-4.1	10.2

New compounds follow
Each structure is followed by: FBW7 activator	GPR151 activ	TEAD-YAP block	MITF primary
CC1=C(C(=O)N(C)C)C(c2cccc(C(F)(F)F)c2)NC(=O)N1 (stereo unspecified)
→ 0.5	0.7	4.7	10.3
Cn1c(=O)c2nc(Cl)n(CC(=O)c3ccccc3)c2n(C)c1=O
→ 0.0	1.3	2.3	2.2
CCN(CC)CCNC(=O)C(=O)NCC1OCCN1S(=O)(=O)c1ccc(OC)cc1 (stereo unspecified)
→ 0.3	-0.1	5.7	6.5
CCC(O)C#CCN1CCCCC1 (stereo unspecified)
→ -0.2	1.2	-4.4	-4.5
CCNC(=O)NC(=O)C1CCN(CCc2ccc(F)cc2)CC1
→ -0.4	0.4	10.0	-7.7
COc1ccc(COC(=O)C2=C(C)NC3=C(C(=O)CC(C)(C)C3)C2c2cccc(F)c2)cc1 (stereo unspecified)
→ 0.1	1.3	-1.1	-5.1
COc1ccc(-c2[nH]nc3c2C(c2cccc(OC(=O)c4cccs4)c2)C(C#N)=C(N)O3)cc1 (stereo unspecified)
→ 0.3	-0.5	-1.4	9.5
CC(C)c1cc(C(=O)N/N=C/c2ccccc2O)n[nH]1
→ -0.2	-1.0	-37.0	-15.9
Cc1c(Cl)cccc1NC(=O)CN1CCC(C(N)=O)(N2CCCCC2)CC1
→ 0.0	0.9	7.4	-2.5
COc1cc2ccccc2cc1C(=O)Nc1cccc(NC(=O)c2cccc(Cl)c2)c1
→ 0.0	-0.4	12.5	-2.8

Additional structures.
Each structure is followed by: FBW7 activator	GPR151 activ	TEAD-YAP block	MITF primary
O=C(COC(=O)c1cc(=O)[nH]c(=O)[nH]1)Nc1ccc(N2CCOCC2)cc1
→ 0.2	-0.4	13.7	2.2
CC(C)c1ccc(OCC(=O)Nn2cnnc2)c(Br)c1
→ 0.2	-0.7	16.4	23.5
O=c1oc2cc(O)ccc2cc1-c1csc(-c2ccccc2Cl)n1
→ 0.2	-0.2	-0.2	8.5
COCCn1c(C)cc(C2=NNC(=Nc3ccccc3)SC2)c1C
→ -0.3	11.2*	56.9*	-3.8
Cn1cc(CN2CCCC(CO)(Cc3ccccc3)C2)cn1 (stereo unspecified)
→ 0.2	0.9	8.1	11.8
CCC(C)OC(=O)C1=C(C)NC2=C(C(=O)CC(c3ccc(OC)cc3)C2)C1c1ccccc1OCc1ccccc1 (stereo unspecified)
→ 0.1	2.1	6.9	-11.3
COc1ccc(-c2nc3scc(CCNS(=O)(=O)c4cccs4)n3n2)cc1
→ -0.2	-1.5	-5.0	-6.3
O=C(COc1ccc(Cl)cc1)N(c1ccccc1)c1ccccc1
→ 0.1	0.3	10.8	13.3
C=C(C)CSc1nc2sc3c(c2c(=O)n1C1CCCCC1)CC(C)(C)OC3
→ 0.0	-1.2	1.2	9.9
O=c1c2cc3c(cc2[nH]c(=S)n1Cc1cccnc1)OCO3
→ 0.0	-0.8	6.7	7.7

Other results follow.
Each structure is followed by: FBW7 activator	GPR151 activ	TEAD-YAP block	MITF primary
CC(C)(C)c1csc2ncc(C(=O)NOCc3cccc(C(F)(F)F)c3)c(=O)n12
→ -0.2	-0.1	6.5	-1.6
CC(=O)Nc1cccc(NC(=O)CSc2ccc(-c3ccccn3)nn2)c1
→ -0.3	1.2	-7.7	83.7*
Cc1ccc(/C=C(\NC(=O)c2ccccc2)C(=O)NC2CCCCC2)o1
→ -0.1	-1.3	6.4	-8.6
COc1cc(/C=C/C(=O)OCc2ccc(F)cc2)ccc1OCC#N
→ 0.1	2.3	4.3	-1.0
O=C(CCS(=O)(=O)Cc1ccccc1Cl)N1CCN(c2ccccc2)CC1
→ -0.3	-0.3	-6.5	-4.3
CCOCCn1c(CO)nc2ccccc21
→ 0.2	-0.2	2.3	13.7
COc1cc(Cl)c(S(=O)(=O)N2CCN(c3ccccc3OC)CC2)cc1Cl
→ -0.1	-0.3	-6.8	-4.1
CCOC(=O)c1c(NC(=O)c2cccc(Cl)c2)sc2c1CCC(C)C2 (stereo unspecified)
→ -0.1	-1.4	0.4	5.1
CCOC(=O)C1CCCN1C(=O)c1ccc(OC)c(Br)c1 (stereo unspecified)
→ 0.5	0.4	-2.3	-5.4
COc1ccc(C2CC(c3cccs3)=NN2C(=O)CSc2cn(C)c3ccccc23)cc1 (stereo unspecified)
→ 0.0	1.1	-8.8	3.2
Cn1c2ccccc2c2nnc(SCC(=O)Nc3ccc(S(=O)(=O)Nc4nccs4)cc3)nc21
→ -0.1	-1.5	-1.4	-13.7
CCCCCn1nc(C)c(/C=N\NC(=O)c2cccs2)c1C
→ -0.1	-1.9	-59.5	15.7

Compound activity deposited in PubChem by The Scripps Research Institute Molecular Screening Center.

Rows are unselected; 3.4% or so of the library scored in one or more.
